L3MBTL1 block: L3MBTL1 (human) inhibition; AID 485360; actives 0.66% (n = 230,000); AlphaScreen L3MBTL1–H3K9me1 peptide binding; Potency, µM (top dose mostly 57.1 µM), without a hit: at the top dose activity, negative = inhibition, most hits filed as inhibitors; also: nearly all actives have a fitted effect of over 60% in size
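Read-out is AlphaScreen signal from streptavidin donor and nickel chelate acceptor beads (10 ug/mL final each) bridging L3MBTL1 (50 nM) and biotinylated K9-monomethylated H3(1-15) peptide (75 nM), after 30 min compound exposure at room temperature.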
RECQ1 helicase: RECQ1 (human) helicase inhibition; P46063; RECQ1 DNA unwinding, red fluorescence kinetic read; Potency, µM (highest dose often 57.3 µM), for inactives: at the top dose activity, negative = inhibition, actives largely listed as inhibitors; actives 0.54% (n = 240,000); AID 2549;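 also: plate controls were vehicle for no effect and no enzyme for full effect; nearly all actives have a fitted effect of over 30% in size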
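RECQ1T1 50 nM; forked duplex (20 bp + 30-nt ss tails) 200 nM, ATP 2 mM final; pH 8.0, 2 mM MgCl2, 2.5 ug/ml poly(dI-dC); 15 min compound preincubation; discontinuous kinetic read over 2 h at RT.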
Tau FP inhib: blocks human tau fibril formation measured by polarization. K18 P301L tau heparin fibrillization, Alexa594 FP, 6 h. Potency, µM (series often up to 57.7 µM), for inactives: at the top dose activity, negative = inhibition, actives largely listed as inhibitors. actives 0.39% (n = 280,000). AID 1468; also: nearly all actives have a fitted effect of over 55% in size
Target sequence (P10636 561-689 P618L limits assumed): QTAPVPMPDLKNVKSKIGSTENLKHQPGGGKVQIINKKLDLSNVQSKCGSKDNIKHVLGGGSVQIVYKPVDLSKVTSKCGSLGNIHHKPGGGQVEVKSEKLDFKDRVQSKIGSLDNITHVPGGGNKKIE
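Quantitative HTS format: compounds meet 15 uM recombinant K18 P301L tau and Alexa 594-tau tracer in 100 mM sodium acetate pH 7; 20 uM heparin triggers fibrillization at 37 C over 6 hr; FP gives the signal.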
Tau ThT inhib: blocks human tau fibril formation measured by thioflavin T. recombinant tau K18 P301L (four-repeat tau fragment), heparin-induced fibrillization, ThT fluorescence. actives 2.1% (n = 270,000). Potency, µM (titrated, usually from 57.4 µM), for inactives: top-dose activity, negative = inhibition, most hits filed as inhibitors; also: nearly all actives have a fitted effect of over 55% in size
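In this qHTS, human K18 P301L tau is incubated with compound and heparin for 6 hr at 37 C, and Thioflavin T fluorescence then reports fibril load.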
TexasRed fluor: alters Texas Red total fluorescence, flagging assay interference | actives 0.29% (n = 280,000) | Potency, µM (series often up to 106 µM), for inactives: top-dose fluorescence change, negative = quenching | TRb/SRC2 Texas Red total fluorescence interference; active = well fitted curve in either direction with a large enough effect; inconclusive = small, poorly fitted or top-dose-only effect
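Human TRb ligand-binding domain at 0.6 uM with 20 nM Texas Red SRC2 peptide in Tris buffer containing 1 uM T3 and 5% DMSO, incubated with compound 5 h at ambient temperature. Total fluorescence (555/632 nm) calculated as parallel + 2 × perpendicular.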
TRb-SRC2 inh: TRbeta-SRC2 interaction inhibition; P10828; Potency, µM (top dose mostly 106 µM), without a hit: top-dose activity change, negative = inhibition, usual class: inhibitors; TRbeta-SRC2 peptide binding, fluorescence polarization; receptor liganded with 1 µM T3; actives 0.065% (n = 280,000);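 also: plate controls were bound peptide for no effect and peptide without receptor for full effect; nearly all actives have a fitted effect of over 50% in size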
Target sequence (P10828 whole entry, looked up): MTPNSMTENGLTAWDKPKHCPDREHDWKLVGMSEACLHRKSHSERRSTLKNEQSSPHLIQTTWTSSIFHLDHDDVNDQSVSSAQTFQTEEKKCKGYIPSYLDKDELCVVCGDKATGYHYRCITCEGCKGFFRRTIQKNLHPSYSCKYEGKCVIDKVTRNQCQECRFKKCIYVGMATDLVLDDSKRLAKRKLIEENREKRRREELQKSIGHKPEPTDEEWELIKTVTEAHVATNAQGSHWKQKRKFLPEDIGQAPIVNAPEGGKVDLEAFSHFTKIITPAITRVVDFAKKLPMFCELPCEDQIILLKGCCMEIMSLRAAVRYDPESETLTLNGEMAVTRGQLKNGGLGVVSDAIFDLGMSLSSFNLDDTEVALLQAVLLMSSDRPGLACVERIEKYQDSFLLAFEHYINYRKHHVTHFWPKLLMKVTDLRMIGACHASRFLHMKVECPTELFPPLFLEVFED
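Compounds were added to 0.6 uM TRb ligand-binding domain and 20 nM Texas Red-labeled SRC2 peptide in Tris buffer containing 1 uM T3, incubated 5 hr at ambient temperature, then read by fluorescence polarization.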
JMJD2E inh: blocks human JMJD2E demethylase activity; actives 1.6% (n = 230,000); JMJD2E catalytic domain, FDH-coupled NADH fluorescence (FDH is formaldehyde dehydrogenase); AID 2147; Potency, µM (top dose mostly 57.1 µM), inactives show at the top dose activity change, negative = inhibition, most hits filed as inhibitors; active = well fitted inhibition curve with a large enough effect, not every such curve was filed as active; inconclusive = small, poorly fitted or top-dose-only effect, or another doubt; inactive = no such curve, though single readings can be large or run the other way;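 also: 0% = wells with enzyme and -100% = buffer wells without enzyme; nearly all actives have a fitted effect of over 50% in size; many of its hits are not listed in these tables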
Target sequence (B2RXH2 1-337 limits assumed): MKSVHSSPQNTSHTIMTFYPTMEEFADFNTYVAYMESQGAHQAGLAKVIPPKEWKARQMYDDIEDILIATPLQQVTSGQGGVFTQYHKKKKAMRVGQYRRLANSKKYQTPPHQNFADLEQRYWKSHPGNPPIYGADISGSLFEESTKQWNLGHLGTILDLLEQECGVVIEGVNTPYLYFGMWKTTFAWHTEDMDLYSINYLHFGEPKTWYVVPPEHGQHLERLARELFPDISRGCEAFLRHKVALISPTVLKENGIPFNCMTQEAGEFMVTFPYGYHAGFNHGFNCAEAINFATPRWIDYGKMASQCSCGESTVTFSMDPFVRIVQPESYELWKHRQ
RGS12 GoLoco inh: blocks human Gai1 binding to RGS12 GoLoco peptide, red readout | actives 0.44% (n = 230,000) | AID 880 | Potency, µM (doses to about 61.6 µM), for the others: at the top dose activity, negative = inhibition, hits mostly inhibitors | Gai1:RGS12 GoLoco peptide FP, rhodamine, 10 min; active = well fitted inhibition curve with a large enough effect, not every such curve was filed as active; inactive = no such curve, though single readings can be large or run the other way; also: nearly all actives have a fitted effect of over 30% in size; many of its hits are not listed in these tables
An asterisk follows results filed as active; i = inactive; u = inconclusive; x = not tested or not shown; & = joins results of further samples; [ ] = remark or other dose. Unless noted, calls follow the shape of the dose curve; as a rule, active = well fitted curve in the direction sought with a large enough effect; inconclusive = small, poorly fitted or top-dose-only effect, or another doubt; inactive = no such curve, though single readings can be large; an effect the other way counts as inactive or inconclusive. Unless noted, % is scaled to controls: 0 for no effect and ±100 for the full control effect; potency is read from the fitted curve at half-maximal effect. Some of the compounds tested; count on the stated rates, not on these rows.

structure	L3MBTL1 block	RECQ1 helicase	Tau FP inhib	Tau ThT inhib	TexasRed fluor	TRb-SRC2 inh	JMJD2E inh	RGS12 GoLoco inh
COc1cccc(C2C3=C(CC(C)(C)CC3=O)Nc3cc(OC)c(OC)cc32)c1 (centres undefined)	-9%	i	9%	-4%	-1%	-8%	u	8%
COc1ccc(NC(=O)C=C(C)C)cc1Cl	x	-7%	9%	-5%	-1%	-3%	1%	7%
COC(=O)Cn1c(=O)c2c(n(Cc3ccccc3)c1=O)N/C(=C/c1ccc(OC)cc1)C2=O	x	-2%	10%	u	-2%	4%	u	12%
COc1cc(OC)c(C2=NOC(C(=O)N3CCc4ccccc4C3)C2)cc1Cl (centres undefined)	x	i	-13%	-11%	-7%	0%	u	6%
COCCn1c(C)cc(C(=O)CSc2nc(C)cc(C)c2C#N)c1C	x	i	0%	-17%	-1%	1%	-8%	5%
CCn1cc(S(=O)(=O)c2cccc(Cl)c2)c(=O)c2cc(F)c(N3CCC(C)CC3)cc21	x	x	-7%	-12%	-11%	3%	x	x
CCOC(=O)Cc1cc(C)[nH]c1C(=O)OCC	x	-10%	-3%	x	0%	-14%	5%	2%
CC/C(=C(/CC)c1ccc(O)cc1)c1ccc(O)cc1	2%	-9%&-18%	7%&10%	u	0%[201 µM]	4%[201 µM]	-9%&8%	3%&3%&7%&-2%

Following part:
structure	L3MBTL1 block	RECQ1 helicase	Tau FP inhib	Tau ThT inhib	TexasRed fluor	TRb-SRC2 inh	JMJD2E inh	RGS12 GoLoco inh
CCC(=O)c1cc2c(C)cc(=O)oc2c(C)c1OC(=O)C(C)C	30%[activator]	i	2%	-8%	-1%	-8%	1%	14%
NC(=O)CSc1nnc(-c2ccc(O)cc2)n1Cc1ccco1	-15%	-6%	-2%	0%	0%	-6%	-12%	9%
COc1ccc(OC)c(-n2c(C)nc3cc(C(=O)O)ccc32)c1	7%	-10%	-4%	0%	12%	-10%	-7%	28%
Cc1cc(C)n2nc(C(=O)Nc3ccc(S(=O)(=O)N(C)C)cc3)nc2n1	-3%	-6%	-4%	-1%	1%	-4%	-1%	-7%
Cc1c(CCC(C)C)c(=O)n2c([nH]c3ccccc32)c1C#N	x	5%	u	-14%	1%	5%	u	49%[activator]
CN(C)/C=C1/Oc2c(ccc3ccccc23)C1=O	-8%	-14%	1%	u	-3%	7%	u	7%
CCCCOc1cccc(C(=O)N(Cc2ccc(Cl)cc2)C2CCS(=O)(=O)C2)c1 (centres undefined)	x	x	10%	-14%	1%	1%	x	x
COc1ccc(NC2=NCC(Cc3ccc(Br)cc3)S2)cc1 (centres undefined)	-21%	7%	2%	4%	-3%	-6%	-12%	-17%

More compounds follow:
structure	L3MBTL1 block	RECQ1 helicase	Tau FP inhib	Tau ThT inhib	TexasRed fluor	TRb-SRC2 inh	JMJD2E inh	RGS12 GoLoco inh
Oc1ccc2ccccc2c1/C=N/n1cnnc1	-2%	i	5%	u	-2%	-5%	-6%	3%
CCOc1ccc(NC(=O)CN2C(=O)C(c3ccccc3)=NC23CCCCCC3)cc1	x	x	-2%	-9%	-1%	3%	x	x
COc1ccc(C2SCCN2S(=O)(=O)c2ccc(F)cc2)cc1OC (centres undefined)	x	-1%	-10%	-10%	-5%	-5%	6%	-8%
O=C(NCCCO)/C(=C\c1cn(-c2ccccc2)nc1-c1cccnc1)NC(=O)c1ccccc1	4%	i	2%	3%	-3%	0%	-3%	5%
CCc1ccc(N(CC)C(=O)c2ccc3c(Cl)c4c(nc3c2)CCC4)cc1	1%	-8%	-5%	u	-1%	-2%	2%	-4%
COc1cccc(C(=O)N2CCN(C(=O)Cc3ccccc3)CC2)c1	-22%	-2%	9%	3%	-3%	1%	3%	-5%
CCCOc1c(Br)cc(C2C3=C(CCCC3=O)N(C)C3=C2C(=O)CCC3)cc1OC	8%	4%	-4%	-8%	0%	1%	-5%	-17%
Cc1ccc(C2C3=C(CC(C)(C)CC3=O)Nc3[nH]c(=S)[nH]c(=O)c32)cc1 (centres undefined)	-4%	i	-5%	-11%	2%	-18%	u	-19%

The list goes on:
structure	L3MBTL1 block	RECQ1 helicase	Tau FP inhib	Tau ThT inhib	TexasRed fluor	TRb-SRC2 inh	JMJD2E inh	RGS12 GoLoco inh
CCOC(=O)Cn1c(=O)oc2cc(S(=O)(=O)N3CCN(c4ccccc4F)CC3)ccc21	x	x	-4%	-3%	-27%	1%	x	x
CCOC(=O)c1cnc(SCc2nc(N)nc(Nc3ccccc3OC)n2)nc1N	x	i	-7%	-14%	2%	8%	-5%	6%
Cc1ccc(-n2c(C)cc(C3N=C(N)Nc4nc5ccccc5n43)c2C)c(C)c1 (centres undefined)	x	-3%	1%	-13%	-6%	-7%	-5%	3%
O=[N+]([O-])c1cc(/C=N/N2CCN(C3c4ccccc4-c4ccccc43)CC2)ccc1Cl	-2%	-3%	7%	-11%	-6%	0%	0%	6%
Cc1nc(C)c(-c2ccn(C(=O)NC(C)C)n2)s1	-2%	i	2%	-10%	-3%	-9%	6%	-2%
CCOC(=O)CSc1nc(NCc2ccco2)c2ccccc2n1	-7%	-3%	3%	-1%	-2%	1%	-1%	7%
CC1=CC(C)C2C(=O)N(c3ccccc3)NC(=O)C2C1 (centres undefined)	-3%	-11%	-4%	0%	0%	-3%	12%	-3%
O=C(Nc1ccc(CN2CCCCC2)cc1)Nc1ccc(Br)cc1Cl	u	i	u	0%	3%	4%	12%	120%[activator]

Further records follow:
structure	L3MBTL1 block	RECQ1 helicase	Tau FP inhib	Tau ThT inhib	TexasRed fluor	TRb-SRC2 inh	JMJD2E inh	RGS12 GoLoco inh
CN(CC(=O)NCc1ccc2c(c1)OCO2)S(=O)(=O)c1ccc(Br)s1	x	3%	3%	-5%	-1%	-9%	6%	-13%
CNc1ccccc(-c2ccc3ccccc3n2)c1=O	-2%	i	3%	-14%	-2%	2%	-2%	-5%
CCOC(=O)c1c(C)[nH]c(C)c1S(=O)(=O)N1CCC(C(=O)Nc2ccc(OC)c(OC)c2)CC1	x	x	3%	-1%	-3%	2%	x	x
CC1=C(C(=O)Nc2ccc(Cl)cc2)C(c2cccs2)n2nc(SCc3cccc(C)c3)nc2N1 (centres undefined)	x	x	-13%	6%	0%	1%	x	x
Cc1ccc(-c2ccc(C(=O)Nc3ccccc3)o2)c2ccccc12	-19%	i	-14%	u	-2%	-5%	-5%	9%
O=C(c1ccc(N2CCOCC2)nc1)N1CCCCC1	7%	10%	2%	5%	3%	2%	u	4%
COCCNC(=S)N/N=C(\C)c1cccc(OC)c1	-2%	i	1%	5%	-1%	6%	-5%	5%
CCOC(=O)c1cc(OC(=O)c2ccccc2F)n(-c2ccccc2)n1	x	x	-7%	-11%	7%	6%	x	x

The listing continues.
structure	L3MBTL1 block	RECQ1 helicase	Tau FP inhib	Tau ThT inhib	TexasRed fluor	TRb-SRC2 inh	JMJD2E inh	RGS12 GoLoco inh
c1ccc(-n2ncc3c(N4CCN(c5ccccn5)CC4)nc(N4CCCCC4)nc32)cc1	x	-2%	-7%	-10%	-4%	-2%	-3%	0%
O=C(O)CCCNC1=NCCC1	4%	-7%	3%	8%	-2%	-17%	-1%	x
Cc1cccc(OCC(=O)N/N=C/c2cccn2C)c1	x	-6%	-3%	x	-3%	-3%	-8%	15%
CCn1ncc(C2=NOC(C(=O)NCCc3ccccc3)C2)c1C (centres undefined)	x	-4%	4%	-12%	2%	-3%	-5%	-8%
Cc1ccccc1C(=O)Nc1nc(-c2ccc(Br)cc2)ns1	x	x	u	0%	6%	0%	x	x
CC1CCCC(C)N1C(=O)CN1C(=O)C(C)(C)Oc2ccc(C(=O)NC3CCCC3)cc21 (centres undefined)	x	2%	10%	4%	-1%	-6%	-2%	7%
CCCn1c(-c2ccc(F)cc2)nc2c(N3CCN(C)CC3)nc(C)nc21	x	i	u	-2%	-1%	5%	u	1%
O=C(Nc1ccccc1)OCc1cc(-c2ccc(Cl)cc2)on1	5%	-6%	u	-15%	0%	-9%	3%	11%

(next part)
structure	L3MBTL1 block	RECQ1 helicase	Tau FP inhib	Tau ThT inhib	TexasRed fluor	TRb-SRC2 inh	JMJD2E inh	RGS12 GoLoco inh
CC(C)(C)/C=N/NC(=O)CNC(=O)c1ccc2c(c1)OCCO2	-19%	4%	-8%	6%	-1%	-2%	-3%	6%
COc1ccc2[nH]cc(CCNc3nc(-c4ccccc4CN(C)C)nc4ccccc34)c2c1	x	-3%	5%	u	-9%	-7%	u	4%
Cc1ccc(/C=N/NC(=O)c2ccncc2)s1	-4%	-13%	0%	0%	-1%	2%	-1%	5%
Cc1ccc(NC(=S)Nc2ccc(OC(F)F)c(Cl)c2)cc1F	x	-17%	u	4%	-3%	-1%	4%	8%

Source: PubChem BioAssay
